# Screening results (PubChem)
# CSN deneddyl inh – CSN deneddylation inhibition; AID 651999; Q92905; 360,000 compounds, 0.38% hits; inhibition, % at 12.5 µM; Purified CSN, SCF-Nedd8-OG deneddylation, fluorescence polarization;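 active = pattern-corrected inhibition above about 35%, with an unprinted fluorescence ratio check between 0.5 and 1.5, limit read from the data, passing the limit was not always enough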;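 note: 0% = enzyme with substrate and 100% = substrate without enzyme; some results filed as inactive read as strong as hits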
#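 Schedule: reaction 90 min, room temperature / Assay system: HEK293T-derived human Csn5 enzyme / Input: Csn5 at 0.24 nM final / Measure: inhibition of Csn5 cleavage, % / Control set: substrate-only high control, full reaction low control / Technique: fluorescence polarization of the substrate / Buffer or medium: Tris/NaCl/DTT buffer, pH 7.5 / Reagent: SCFSkp2-Nedd8OG substrate at 10 nM final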
# FAS-TE inh – blocks the thioesterase domain of human fatty acid synthase. P49327. 360,000 compounds, 0.67% hits. AID 602261. inhibition, % at 15 µM. recombinant FAS-TE, OMFH fluorogenic substrate, fluorescence endpoint;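 active = compounds whose normalised, plate-corrected inhibition of enzyme fluorescence in the single-dose primary screen is 50% or more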;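 note: 0% = DMSO with enzyme and 100% = substrate without enzyme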
# MsrA inhibitor – inhibits bovine methionine sulfoxide reductase A. AID 651718. 360,000 compounds, 0.75% hits. purified bovine MsrA, absorbance read-out. inhibition, % at 15.5 µM; in the data active = inhibition above about 4.5%;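 note: 0% = vehicle wells with enzyme and 100% = reference inhibitor wells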
# bovine MsrA act – bovine methionine sulfoxide reductase A activation; purified bovine MsrA, absorbance read-out; activation, % at 10.6 µM; 360,000 compounds, 0.3% hits; in the data active = activation above about 7.5%;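 note: 0% = vehicle and 100% = reference activator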
# E coli Lon inh – E. coli protease La inhibition; AID 602123; 360,000 compounds, 0.42% hits; P0A9M0; inhibition, % at 7.94 µM; purified E. coli Lon protease, fluorescence polarization; in the data active = inhibition above about 13%, passing the limit was not always enough;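 note: 0% = enzyme with probe and DMSO and 100% = no enzyme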
# Rin1 Abl inh – inhibitors of human Rin1-Abl protein interaction; P00519+Q13671; inhibition, % at 7.35 µM; 360,000 compounds, 0.4% hits; TR-FRET Rin1/Abl binding, biochemical; in the data active = inhibition above about 5%, passing the limit was not always enough
# TbMetRS inhib – blocks T. brucei methionyl-tRNA synthetase activity; inhibition, % at 11.9 µM; 360,000 compounds, 0.4% hits; AID 624268; purified T. brucei MetRS, ATP depletion, Kinase-Glo luminescence;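 active = inhibition above a per-plate cutoff of the control wells' mean inhibition plus 3 SD, cut at about 5.5% in these data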;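 note: 0% = DMSO wells median and 100% = median of wells with control inhibitor compound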
#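 System: purified T. brucei MetRS enzyme / Detection: Kinase-Glo luciferase luminescence reporting remaining unconsumed ATP / Medium: HEPES buffer with MgCl2, KCl, DTT, spermine, BSA, pyrophosphatase / Replication: singlicate, one well per compound / Evaluation: percent inhibition relative to median high and low control wells / Schedule: 2 h aminoacylation at 25 °C after 15 min preincubation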
# PABP1 MLLE inh – inhibitors of microRNA-mediated deadenylation, human PABP1 MLLE binding. P11940. GST-MLLE / FITC-PAM2 fluorescence polarization. inhibition, % at 20 µM. 360,000 compounds, 0.36% hits. AID 588489; in the data active = inhibition above about 35%, passing the limit was not always enough;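 note: plate controls were DMSO wells with GST-MLLE for no effect and wells lacking GST-MLLE protein for full effect; some results filed as inactive read as strong as hits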
# Neddyl block – blocks human cullin neddylation | calls only at 25 µM | AID 651699 | TR-FRET cullin neddylation, biochemical | 360,000 compounds, 0.58% hits | P61081+Q13564; in the data active = inhibition above about 36%
# The depositor's hits bear a star; i = inactive; / = no result given.
cpd	Compound	CSN deneddyl inh	Rin1 Abl inh	FAS-TE inh	MsrA inhibitor	E coli Lon inh	PABP1 MLLE inh	Neddyl block	TbMetRS inhib	bovine MsrA act
1	OC(Cn1ccnc1)c1ccc(Cl)cc1Cl (stereo not drawn)	-1	4	-7	-1.6	-5	8	i	-0.4	-4
2	O=C(O)C1CCCCC1C(=O)Nc1cc(C(F)(F)F)ccc1Cl (stereo not drawn)	-1	0	-6	1.5	-4	-5	i	0.2	0
3	O=C(O)c1ccccc1C(=O)N1CCN(S(=O)(=O)c2cccc(C(F)(F)F)c2)CC1	-4	5	-8	0.2	7	-4	i	-0.3	-5
4	COc1ccc(NC(=O)c2cc3c([nH]c4ccccc43)c(C)n2)cc1	1	-4	0	-0.7	-6	3	i	-0.6	-5
5	CCOC(=O)/C(=C(/C)N)C1CC(=O)NC1=O (stereo not drawn)	-6	-1	-10	0.0	15	14	i	0.0	-3
6	COCCNC(=O)C(c1ccco1)N(C(=O)Cn1nnc2ccccc21)c1cccc(C)c1C (stereo not drawn)	-1	-6	0	1.4	5	5	i	0.1	-3
7	O=C(O)CCCN=CC1=C(O)C(C(=O)c2ccccc2)CCC1=O (stereo not drawn)	7	-2	-5	1.7	-6	-4	i	-1.6	-10
8	N=c1ccn(CC(=O)NC(N)=O)c2ccccc12	5	1	-7	2.0	-1	3	i	-0.5	-3
9	COc1ccc(C(=O)c2oc3ccc(Br)cc3c2NC(C)=O)cc1	-2	3	9	0.1	-8	-10	i	0.0	-2
10	Cc1cccc(C)c1OCCOC(=O)c1n[nH]c2ccccc12	2	2	-15	1.8	1	15	i	-0.5	-4
11	Cc1ccccc1CSCC(=O)NC(=O)NCc1ccco1	11	-2	1	0.9	-11	12	i	0.3	-1
12	O=C1C=C(c2ccc(CO)cc2)C[C@@H](c2ccc(F)cc2)C1	-1	1	-3	0.0	-5	-10	i	-0.2	-2
13	COc1ccc(C2C(C(C)=O)=C(O)C(=O)N2CCCn2ccnc2)cc1OC (stereo not drawn)	2	0	-11	0.6	-5	8	i	-0.9	-11
14	COc1ccccc1CNc1ncnc2nc[nH]c12	1	4	-10	-0.3	-4	-4	i	0.1	-1
15	CC(C)=CCC/C(C)=C/CNC(=O)C[C@H]1C[C@H](C(=O)N2CCCCC2)[C@@]2(CCc3ccccc3)c3[nH]c4cc(CCC(=O)N(C)C)ccc4c3CCN2C1=O	-7	0	9	0.2	2	0	i	-0.3	0
16	Cn1c(=O)c(=O)n(C)c2cc(S(=O)(=O)N3CCOc4ccccc43)ccc21	3	2	-8	-0.5	3	-2	i	-0.1	5
17	CCCNc1nc(N2CCCC2)nc(N2CCCC2)n1	7	-3	-8	0.6	-13	10	i	-0.2	-4
18	Cc1cc(NC(=O)/C(C#N)=C/c2ccc(-c3cccc(C(F)(F)F)c3)o2)n(-c2ccccc2)n1	0	-1	-2	-1.0	-10	-45	i	-0.1	-4
19	O=C(NCCNc1ccc([N+](=O)[O-])cc1)c1ccc(Cl)cc1	-2	5	10	0.0	4	-13	i	4.1	-3
20	CN(C)CCCOc1ccc(-c2ccc3nccn3c2)cn1	-4	-2	-10	-0.7	-3	-15	i	-0.2	-2
21	COc1ccc(NC(=O)c2ccc(Cl)c(S(=O)(=O)NCC3CCCO3)c2)c(OC)c1 (stereo not drawn)	-3	0	0	2.3	-9	13	i	0.5	-1
22	O=C(c1cccs1)N1C[C@@H](O)[C@H](n2cc(-c3ccc(F)cc3)nn2)C[C@@H]1c1ccccc1	-4	-4	0	-1.0	-2	-7	i	-0.6	-2
23	CC1(C(=O)O)CCN1C(=O)COc1ccc(Cl)cc1 (stereo not drawn)	1	-3	-10	0.5	-6	3	i	-0.4	-2
24	Cc1cc(NC(=O)Cn2c(=O)oc3ccc(Cl)cc32)no1	-1	-5	0	-0.7	-3	-2	i	-0.5	-2
25	CN(/C=C/C(=C/C=[N+](C)c1ccccc1)OCCCS(=O)(=O)[O-])c1ccccc1	34	5	-22	-0.9	2	-125	i	-1.1	-11
26	CN1CCCC1CCNS(=O)(=O)c1ccc(Br)cc1 (stereo not drawn)	1	4	-9	0.4	-14	5	i	-0.6	-4
27	CCCCn1c(N)c(N(CC(C)C)C(=O)CN2C(=O)c3ccccc3C2=O)c(=O)[nH]c1=O	0	-1	-8	0.5	3	-10	i	-0.2	-1
28	CCCCOC(=O)Nc1sc2nc(C)cc(C)c2c1-n1cccc1	3	-1	-4	0.5	3	-4	i	-0.9	-2
29	COC(=O)c1ccc(Sc2ccccc2NS(=O)(=O)c2ccc(C)cc2)nc1	18	-2	11	-0.8	11	14	i	-0.4	-1
30	COc1ccc(Nc2c(CCc3ccccc3)nc3nc(C)cc(C)n23)cc1	-1	/	10	0.1	-3	/	i	-1.8	-13
31	Cc1cccnc1NC(=S)Nc1ccc(Br)cc1Cl	3	2	28	1.2	3	28	i	-0.5	0
32	Cc1[nH]c(=O)[nH]c(=O)c1S(=O)(=O)N1CCN(c2ccccc2F)CC1	4	2	-10	-1.3	44*	3	i	0.3	-2
33	COCCNc1nc2ccccc2n2cnnc12	-7	-2	-6	0.9	-27	-8	i	-0.9	-6
34	O=C(CC1C(=O)NCCN1C(=O)Nc1ccccc1)Nc1cc(Cl)ccc1Cl (stereo not drawn)	2	2	5	0.0	-1	2	i	0.0	-8
35	COc1ccc(/C=N/NC(=S)NCCc2ccccc2)cc1	1	-1	30	0.2	-2	12	i	-1.5	3
36	CS(=O)(=O)Nc1cccc(NC(=O)c2cccc3c(-c4cccnc4)coc23)c1	-4	-8	-3	/	5	-17	i	0.2	-1
37	Cc1cc(C)cc(NC(=O)Nc2cccc(S(N)(=O)=O)c2)c1	2	1	4	1.0	2	-3	i	0.4	-5
38	C=CCN=C(NC#N)SCC(=O)NCc1ccccc1	8	0	-8	-0.1	-29	-12	i	-1.0	-4
39	C=CCn1c(SCC(=O)Nc2ccc(C(=O)O)cc2)nc2sc(C)c(C)c2c1=O	1	5	-4	1.6	-2	-2	i	0.3	-6
40	CCC(Sc1nc2ncccc2[nH]1)C(=O)NC1CCC(C)CC1 (stereo not drawn)	-4	0	-3	0.4	-14	-20	i	2.7	-2
41	CS(=O)(=O)Nc1ccccc1Oc1ccccc1	0	-3	-5	-0.8	0	-1	i	0.6	0
42	CCOC(=O)Oc1c(OC)cc(C(=O)O[C@@H]2C[C@@H]3CN4CCc5c([nH]c6cc(OC)ccc56)[C@H]4C[C@@H]3[C@H](C(=O)OC)[C@H]2OC)cc1OC	0	0	10	-0.9	-14	-41	i	-1.1	-5
43	COc1cc(C(=O)NCCNC(=O)c2cc(OC)c(C)c(OC)c2)cc(OC)c1C	2	-5	-7	0.3	-3	-12	i	0.7	-3
44	COC(=O)CSc1nc2c(cnn2-c2ccc(Cl)cc2)c(=O)[nH]1	-4	2	-1	0.7	-1	-5	i	0.5	0
45	Cc1cc(C)n(Cc2ccc(NC(=O)c3nn(C)cc3[N+](=O)[O-])cc2)n1	-2	0	-3	-0.6	-4	2	i	0.5	-1
46	Nc1ccc(Oc2ccc(Cl)cc2)cc1	2	2	4	0.0	-4	28	i	-0.8	-5
47	C=CCn1c(CNC(=O)c2ccco2)nnc1SCC(=O)c1ccc(F)cc1	-6	-1	-4	0.8	3	-5	i	-0.1	-1
48	CN(Cc1cccs1)C(=O)C1CCN(S(=O)(=O)c2ccccc2)CC1	-3	1	-1	-0.6	2	-11	i	-0.6	-6
49	CC(C)Cn1c(=O)c2ccccc2n2c(CCC(=O)NCc3ccccn3)nnc12	-4	2	-4	0.5	-7	3	i	-0.6	-3
50	Cn1c(=O)oc2cc(S(=O)(=O)NC3CCCc4ccccc43)ccc21 (stereo not drawn)	0	-2	-5	-0.9	2	7	i	0.8	-2

# Five records picked at random from the list so far:
cpd	Compound	CSN deneddyl inh	Rin1 Abl inh	FAS-TE inh	MsrA inhibitor	E coli Lon inh	PABP1 MLLE inh	Neddyl block	TbMetRS inhib	bovine MsrA act
49	CC(C)Cn1c(=O)c2ccccc2n2c(CCC(=O)NCc3ccccn3)nnc12	-4	2	-4	0.5	-7	3	i	-0.6	-3
32	Cc1[nH]c(=O)[nH]c(=O)c1S(=O)(=O)N1CCN(c2ccccc2F)CC1	4	2	-10	-1.3	44*	3	i	0.3	-2
35	COc1ccc(/C=N/NC(=S)NCCc2ccccc2)cc1	1	-1	30	0.2	-2	12	i	-1.5	3
30	COc1ccc(Nc2c(CCc3ccccc3)nc3nc(C)cc(C)n23)cc1	-1	/	10	0.1	-3	/	i	-1.8	-13
33	COCCNc1nc2ccccc2n2cnnc12	-7	-2	-6	0.9	-27	-8	i	-0.9	-6

# Additional entries.
cpd	Compound	CSN deneddyl inh	Rin1 Abl inh	FAS-TE inh	MsrA inhibitor	E coli Lon inh	PABP1 MLLE inh	Neddyl block	TbMetRS inhib	bovine MsrA act
51	Cc1cccc(OCCCN2CCOCC2)c1C	0	3	-3	-1.4	-12	-13	i	0.1	1
52	CC1CC(C)CN(C(=O)c2ccc(-c3ccc([N+](=O)[O-])cc3)o2)C1 (stereo not drawn)	4	-1	17	0.7	-11	19	i	-0.6	-9
53	O=C1NC(NS(=O)(=O)c2ccccc2)(C(F)(F)F)C(=O)N1CCc1ccccc1 (stereo not drawn)	-2	0	-2	1.0	-8	-3	i	-0.3	-3
54	CCn1c(SCC(=O)Nc2oc(C)c3c(C)n[nH]c(=O)c23)nnc1-c1ccco1	2	0	-9	2.8	2	9	i	-0.2	-6
55	CCN(CC)C(=O)Cn1cc(S(=O)(=O)CC(=O)Nc2ccc(F)cc2F)c2ccccc21	-2	-4	-4	0.1	0	4	i	-0.7	-6
56	CC1CC(C)CN(C(=O)COC(=O)CN2C(=O)c3ccccc3C2=O)C1 (stereo not drawn)	-3	1	-4	-0.2	-1	1	i	-0.2	1
57	NS(=O)(=O)c1cccc(NC(=O)COC(=O)COc2ccc3ccccc3c2)c1	-1	-3	-3	1.1	3	-14	i	0.3	-4
58	Cc1cc(NC(=O)c2cccc(F)c2)ncc1NC(=O)c1ccco1	0	-1	-2	-0.2	-2	4	i	-1.3	-2
59	Cc1cccc(N2CCN(Cc3ccoc3)CC2)c1C	2	3	-4	1.1	-7	-1	i	0.8	-2
60	COc1ccc(S(=O)(=O)NCCSCc2ccco2)cc1C	10	2	1	-0.9	-7	29	i	-0.3	0

# Some entries already given, limited to PABP1 MLLE inh, bovine MsrA act and Rin1 Abl inh:
nr	compound	PABP1 MLLE inh	bovine MsrA act	Rin1 Abl inh
51	Cc1cccc(OCCCN2CCOCC2)c1C	-13	1	3
9	COc1ccc(C(=O)c2oc3ccc(Br)cc3c2NC(C)=O)cc1	-10	-2	3
43	COc1cc(C(=O)NCCNC(=O)c2cc(OC)c(C)c(OC)c2)cc(OC)c1C	-12	-3	-5
19	O=C(NCCNc1ccc([N+](=O)[O-])cc1)c1ccc(Cl)cc1	-13	-3	5
13	COc1ccc(C2C(C(C)=O)=C(O)C(=O)N2CCCn2ccnc2)cc1OC (stereo not drawn)	8	-11	0
56	CC1CC(C)CN(C(=O)COC(=O)CN2C(=O)c3ccccc3C2=O)C1 (stereo not drawn)	1	1	1
